Tb PGK inh – qHTS Assay to Find Inhibitors of Phosphoglycerate Kinase; Phosphoglycerate kinase, glycosomal (Trypanosoma brucei brucei), P07378; PGK/GAPDH coupled, Kinase-Glo luminescence, 60 min; Potency, µM (highest dose often 57.5 µM), for the others: top-dose activity change, negative = inhibition, usual class: inhibitors; actives 0.043% (n = 380,000); AID 602233, 2012; further: potency means the concentration at half of the fitted maximal effect; on the % scale 0 is the no-effect control and ±100 the full control effect; nearly all actives have a fitted effect of over 60% in size
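Luminescent ATP detection (Kinase-Glo Plus) follows a 60-minute room-temperature incubation, with wells lacking PGK as controls. Buffer: 100 mM TEA (pH 7.6), 5 mM MgCl2, 0.01% Tween-20. Coupling enzyme GAPDH (100 nM final) supplies unstable 1,3-BPG in-well.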
RXFP1 antag – qHTS Assay for Antagonists of the Relaxin Receptor RXFP1; HEK293-RXFP1, relaxin-stimulated cAMP HTRF, 30 min; active compounds read low; activity change, negative = inhibition, % at 57.5 µM; actives 0.59% (n = 350,000);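 active means activity change of -60% or lower, but not beyond a set lower limit; inconclusive means change between -60% and -40%, or beyond the set limit; inactive means change above -40%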; further: on the % scale 0 is the no-effect control and ±100 the full control effect
APE1 inh – qHTS Assay for Inhibitors of the Human Apurinic/apyrimidinic Endonuclease 1 (APE1); DNA repair nuclease/redox regulator APEX1 (Homo sapiens), P27695; Potency, µM (doses to about 65.8 µM), without a hit: top-dose activity change, negative = inhibition, most hits filed as inhibitors; actives 0.35% (n = 350,000); recombinant APE1, TAMRA/BHQ-2 abasic DNA cleavage fluorescence; AID 2517, 2012;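 further: potency means the concentration at half of the fitted maximal effect; plate controls were vehicle for no effect and reference inhibitor for full effect; nearly all actives have a fitted effect of over 55% in size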
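Measures dequenching upon AP-site incision of a 5'-TAMRA/3'-BHQ-2 THF-containing duplex, 50 nM; human APE1 0.75 nM after 15 min room-temperature exposure to compound; kinetic three-point read at one-minute spacing.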
POLK inh – qHTS for Inhibitors of Polymerase Kappa; DNA polymerase kappa (Homo sapiens), Q9UBT6; purified Pol kappa, fluorescent DNA synthesis assay, 10 min; Potency, µM (doses to about 107 µM), inactives show at the top dose activity, negative = inhibition, actives largely listed as inhibitors; actives 0.53% (n = 400,000); further: potency means the concentration at half of the fitted maximal effect; on the % scale 0 is the no-effect control and ±100 the full control effect
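Readout: fluorescence, taken kinetically at 0 and 10 min. Conditions: 10 nM Pol kappa, 15 min RT compound preincubation, 50 nM substrate final. Controls: enzyme-free buffer wells.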
Apoferritin bind – qHTS Assay for Identification of Novel General Anesthetics | Ferritin light chain (Equus caballus), P02791 | apoferritin/1-aminoanthracene competitive binding, fluorescence | Potency, µM (top dose mostly 77.5 µM), without a hit: top-dose activity change, negative = displacement, hits mostly inhibitors | actives 0.074% (n = 350,000) | AID 485281, 2010; further: potency means the concentration at half of the fitted maximal effect; on the % scale 0 is the no-effect control and ±100 the full control effect; nearly all actives have a fitted effect of over 20% in size
Target sequence (P02791 2-175 limits assumed): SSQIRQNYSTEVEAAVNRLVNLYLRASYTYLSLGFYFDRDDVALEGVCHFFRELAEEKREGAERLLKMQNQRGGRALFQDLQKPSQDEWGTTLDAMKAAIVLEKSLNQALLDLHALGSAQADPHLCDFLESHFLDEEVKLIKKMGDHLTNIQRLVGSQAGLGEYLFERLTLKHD
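Probe: 1-aminoanthracene (50% saturated, PBS). Protein: horse-spleen apoferritin, 10 uM. Incubation: 10 min, room temperature. Detection: 380 nm excitation, 535 nm emission. Analysis: normalized response, four-parameter Hill.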
Pol iota inh – qHTS for Inhibitors of Polymerase Iota; DNA polymerase iota (Homo sapiens), Q9UNA4; Pol iota fluorescent replication assay, 10 min; Potency, µM (doses to about 115 µM), for the others: at the top dose activity, negative = inhibition, most hits filed as inhibitors; actives 1% (n = 390,000); further: potency means the concentration at half of the fitted maximal effect
Target sequence (Q9UNA4 whole entry, looked up): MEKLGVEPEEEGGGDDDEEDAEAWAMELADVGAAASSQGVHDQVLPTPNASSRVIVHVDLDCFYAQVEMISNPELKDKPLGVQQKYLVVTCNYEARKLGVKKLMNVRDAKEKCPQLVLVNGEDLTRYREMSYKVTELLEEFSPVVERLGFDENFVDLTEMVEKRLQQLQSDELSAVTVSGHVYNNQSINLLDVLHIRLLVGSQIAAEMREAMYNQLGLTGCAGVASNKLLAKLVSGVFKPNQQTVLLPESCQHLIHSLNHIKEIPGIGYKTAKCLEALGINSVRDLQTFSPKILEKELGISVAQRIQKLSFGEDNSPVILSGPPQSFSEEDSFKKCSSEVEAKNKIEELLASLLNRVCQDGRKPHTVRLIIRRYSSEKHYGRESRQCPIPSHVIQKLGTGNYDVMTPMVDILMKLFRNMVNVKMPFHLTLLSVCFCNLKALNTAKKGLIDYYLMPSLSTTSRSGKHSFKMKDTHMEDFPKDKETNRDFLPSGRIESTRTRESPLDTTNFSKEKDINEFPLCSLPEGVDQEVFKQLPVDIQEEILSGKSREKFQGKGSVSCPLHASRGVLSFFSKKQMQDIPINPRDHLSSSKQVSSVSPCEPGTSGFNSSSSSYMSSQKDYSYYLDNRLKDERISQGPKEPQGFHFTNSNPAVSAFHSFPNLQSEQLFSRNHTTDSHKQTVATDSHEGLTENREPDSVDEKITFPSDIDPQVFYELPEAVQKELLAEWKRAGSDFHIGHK
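Fluorescent replication assay read twice, at 0 min and 10 min after adding 50 nM (final) substrate. Enzyme (10 nM) and compounds were first incubated 15 min at room temperature; enzyme-free buffer wells were negative controls.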
POLB inh – qHTS Assay for Inhibitors of DNA Polymerase Beta; P06746; Pol beta primer extension/strand displacement, fluorescence kinetic; Potency, µM (doses to about 114 µM), inactives show top-dose activity change, negative = inhibition, most hits filed as inhibitors; actives 1.3% (n = 340,000); further: potency means the concentration at half of the fitted maximal effect; on the % scale 0 is the no-effect control and ±100 the full control effect
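Pol beta (10 nM) was preincubated with compound for 15 min at room temperature. The reaction was then started with 50 nM substrate and read immediately and after a further 10 min at room temperature.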
BLM helicase inh – qHTS Assay for Inhibitors of Bloom's syndrome helicase (BLM) | recombinant BLM DNA unwinding, fluorescence dequenching | Potency, µM (highest dose often 56.1 µM), without a hit: at the highest dose activity change, negative = inhibition, hits mostly inhibitors | actives 0.2% (n = 350,000) | AID 2528, 2010;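 further: potency means the concentration at half of the fitted maximal effect; plate controls were vehicle for no effect and no enzyme for full effect; nearly all actives have a fitted effect of over 35% in size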
Pol eta inh – qHTS for Inhibitors of Polymerase Eta | recombinant Pol eta, fluorescent DNA replication assay | Potency, µM (doses to about 114 µM), for the others: at the top dose activity change, negative = inhibition, hits mostly inhibitors | actives 1.2% (n = 390,000); further: potency means the concentration at half of the fitted maximal effect; on the % scale 0 is the no-effect control and ±100 the full control effect
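Fluorescent replication assay: 50 nM final substrate added after a 15 min room-temperature compound preincubation with 10 nM enzyme. Signal taken at 0 min and again at 10 min.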
Numbers without * were called inactive; i = inactive; ? = inconclusive; / = not tested or not shown; [ ] = dose if it differs, or a comment. Unless noted, the call rests on the fitted dose curve; in most records, active means well fitted curve in the direction sought with a large enough effect; inconclusive means small, poorly fitted or top-dose-only effect, or another doubt; inactive means no such curve, though single readings can be large; an effect the other way counts as inactive or inconclusive.

SMILES	Tb PGK inh	RXFP1 antag	APE1 inh	POLK inh	Apoferritin bind	Pol iota inh	POLB inh	BLM helicase inh	Pol eta inh
O=C(NCCc1cccnc1)C1CCC(=O)N(Cc2cccc(C(F)(F)F)c2)C1 (stereo not drawn)	-8.6%	-10.2	30.0%	-3.4%	-10.0%	8.7%	-2.5%	0.3%	-10.4%
Cc1c(=O)n(OCc2ccccc2)c2ccccc2[n+]1[O-]	-2.7%	0.6	-0.2%	-13.1%	-10.9%	6.1%	17.9%	0.4%	5.1%
COc1ccc(-c2nnc(SCC(=O)Nc3ccc(Cl)cc3)n2C)cc1	/	-0.5	1.9%	-7.9%	5.4%	3.6%	21.5%	-0.1%	0.2%
O=c1oc2ccc3ccccc3c2cc1-c1nnc(Nc2ccccc2F)s1	-3.2%	9.6	/	-3.7%	-10.1%	36.1%[activator]	-0.1%	-5.2%	1.9%
CCCCc1c(C)c(C#N)c2[nH]c3ccccc3n2c1=O	-0.6%	-6.4	-5.0%	-2.2%	2.1%	1.3%	2.4%	-2.4%	-10.2%
CCCS(=O)(=O)N1CCCC(C(=O)NCc2ccc3c(c2)OCO3)C1 (stereo not drawn)	1.0%	-21.2	-2.5%	-16.8%	-3.4%	12.3%	3.7%	-0.6%	-2.4%
Cc1ccc(C(=O)CC(=O)c2ccccc2)cc1	-2.0%	6.0	15.2%	-13.5%	-15.8%	-5.3%	1.9%	-0.9%	-0.1%
COCCNC(=O)Cn1nc(C(F)(F)F)c(Cl)c1C	-2.4%	-3.9	4.4%	-2.1%	-16.2%	10.0%	-3.3%	-1.3%	-13.9%
Cc1nnc2n(c1=O)C(CS(=O)(=O)c1ccc3ccccc3c1)CS2 (stereo not drawn)	-0.1%	-8.7	-1.8%	-8.4%	-7.2%	85.3%[activator]	-5.6%	-7.7%	-21.0%
CC/C(=N/OC(=O)c1cccc(C)c1)C(=O)c1cccs1	-6.3%	-10.2	-3.5%	-2.0%	-14.3%	-19.7%	26.8%	-11.2%	-11.3%
COc1cc(OC)c(C(=O)OCC(=O)Nc2cc(C)on2)cc1OC	3.4%	-9.0	16.3%	-10.6%	0.7%	77.7%[activator]	24.5%	-0.9%	9.9%
CCCOc1ccc(OC(=O)c2ccc(-c3ccc(CCC)cn3)cc2)cc1	-3.2%	3.6	/	3.0%	-7.1%	-9.8%	0.7%	-0.3%	-27.3%
Cc1ccccc1CSc1nnc2[nH]c(=O)cc(C)n12	2.9%	-1.4	/	-5.2%[60.1 µM]	-3.2%	-4.7%	0.2%	0.9%	7.5%
Cc1cccc(OCC(=O)NNC(=O)C2CCN(c3ncnc4sc(C)c(C)c34)CC2)c1	-6.9%	?	-2.2%	-12.8%	/	25.9%	/	/	-12.0%
CC1CCC2(CC1)NC(=O)N(NC(=O)CSc1nnc(NC3CC3)s1)C2=O (stereo not drawn)	-7.6%	10.3	-5.1%	-12.6%	/	-5.4%	/	/	-15.4%
CCCCN(C)CCCNC(=O)C1CC(=O)N(Cc2ccc(OC)cc2)C1 (stereo not drawn)	-7.0%	-1.6	3.6%	-5.0%	-7.0%	1.1%	29.8%	3.5%	5.8%
COc1ccccc1N(C)S(=O)(=O)c1ccc(C(=O)Nc2nnc(C)s2)cc1	-0.1%	-3.4	-4.8%	-14.2%	/	12.6%	/	/	0.7%
O=C(CCN1CCC2CCC(C2)C1)c1ccccc1 (stereo not drawn)	-8.9%	-1.7	/	-4.3%	/	70.4%[activator]	/	/	0.3%
O=C(NCCc1ccccc1)C(=O)NCC(c1ccc2c(c1)OCO2)N1CCOCC1 (stereo not drawn)	9.0%	-16.6	/	-4.5%[60.1 µM]	3.2%	12.2%	1.7%	-1.9%	-3.3%
CCOC(=O)C1=C(C)NC(=O)C(C#N)C1c1ccncc1 (stereo not drawn)	/	-12.4	3.1%	4.5%	-6.7%	8.7%	8.3%	-1.4%	0.0%
COC(=O)c1ccccc1N1C(=O)C2C(C1=O)C1C=CC2C12CC2 (stereo not drawn)	-2.3%	7.8	-6.2%	-21.7%	-10.3%	14.7%	?	1.4%	-2.7%
Cc1ccc(C(=O)N/C(=C/c2cccnc2)C(=O)O)cc1	6.0%	-3.0	6.8%	-9.2%	-1.7%	6.8%	2.0%	-1.8%	-3.5%
NS(=O)(=O)c1ccc(N=Nc2c(O)[nH]c3ccc(Br)cc23)cc1	i	-14.5	34.3%	-14.0%	-4.8%	?	-29.4%	-3.9%	?
CC1(c2nnc(Cc3ccccc3)o2)CC(c2cccc(F)c2)=NO1 (stereo not drawn)	-0.7%	/	-14.7%	-13.6%	/	-25.9%	/	/	-8.2%
CCOc1ccc(NC(=O)C(C)C(Cc2ccc(C)cc2)C(=O)O)cc1 (stereo not drawn)	/	15.4	4.9%	-18.8%	5.6%	-22.8%	-7.4%	-0.2%	-2.0%

In the list so far, these have a COOH group.
SMILES	Tb PGK inh	RXFP1 antag	APE1 inh	POLK inh	Apoferritin bind	Pol iota inh	POLB inh	BLM helicase inh	Pol eta inh
Cc1ccc(C(=O)N/C(=C/c2cccnc2)C(=O)O)cc1	6.0%	-3.0	6.8%	-9.2%	-1.7%	6.8%	2.0%	-1.8%	-3.5%
CCOc1ccc(NC(=O)C(C)C(Cc2ccc(C)cc2)C(=O)O)cc1 (stereo not drawn)	/	15.4	4.9%	-18.8%	5.6%	-22.8%	-7.4%	-0.2%	-2.0%

Later entries:
SMILES	Tb PGK inh	RXFP1 antag	APE1 inh	POLK inh	Apoferritin bind	Pol iota inh	POLB inh	BLM helicase inh	Pol eta inh
O=C(c1cc2sccc2n1Cc1ccc(F)cc1)N1CCN(c2nc3ccccc3s2)CC1	6.0%	-8.8	1.7%	-2.0%	-13.8%	22.7%	18.9%	-0.8%	4.6%
CCn1c(C)cc(/C=C2\NC(=O)N(CC(=O)Nc3cccc(C)c3)C2=O)c1C	4.7%	-11.6	-11.8%	-2.2%	?	9.3%	-11.5%	-6.2%	3.8%
Cc1cccc(S(=O)Cc2ccc(C(=O)N3CCN(C(=O)c4ccco4)CC3)o2)c1 (stereo not drawn)	1.1%	-23.7	20.4%	4.6%	-4.5%	16.8%	28.4%	1.9%	-4.7%
Cc1ccc(-c2nc(-c3ccccn3)sc2CC(=O)O)cc1	-6.4%	-6.1	-6.2%	0.4%	6.1%	21.9%	8.9%	-0.2%	-0.9%
O=C1CC(c2ccccc2)CC(=NCCO)/C1=C(\O)CCCN1C(=O)c2ccccc2C1=O (stereo not drawn)	7.9%	-13.1	-7.2%	-5.9%	-5.2%	91.7%[activator]	24.5%	-7.0%	-1.7%
CCOc1ccccc1NC(=O)CSc1nc2c(c(=O)n(C)c(=O)n2C)n1C	i	13.1	23.0%	-0.2%	-0.4%	71.4%[activator]	8.0%	1.1%	-18.5%
COc1ccc(S(=O)(=O)N(C)C[C@H]2Oc3c(NC(=O)CCC(F)(F)F)cccc3C(=O)N([C@H](C)CO)C[C@@H]2C)cc1	i	/	7.8%	-1.2%	/	28.4%	/	/	-8.2%
Cc1cccc(C)c1OCC(=O)Nc1oc(-c2ccccc2)c(-c2ccccc2)c1C#N	4.0%	/	/	-6.1%	/	13.5%	/	/	-13.5%
O=C(COC(=O)c1cc(Br)ccc1O)NNC(=O)c1ccc([N+](=O)[O-])cc1	i	-24.9	35.1%	4.1%	/	?	/	/	-11.1%
COCC(=O)Nc1nc2ccccc2s1	-1.5%	-9.7	3.5%	1.8%	-3.2%	12.5%	-3.2%	0.1%	3.4%
O=C(COC(=O)c1ccccc1-n1cnnn1)c1ccc(F)cc1	4.3%	11.2	-0.4%	-6.3%	/	15.3%	/	/	-2.2%
CN(C)c1cccc(C(=O)Nc2nc3ccccc3[nH]2)c1	-6.6%	4.5	-8.0%	-8.7%	-6.5%	-21.3%	26.8%	-7.1%	-6.3%
O=C(c1ccccc1Cc1ccccc1)N1CCN(S(=O)(=O)c2ccc(F)cc2)CC1	2.6%	-14.9	-8.1%	-11.8%	/	15.9%	/	/	-21.0%
CCOCCCNC(=O)COC(=O)/C=C/c1ccc(S(=O)(=O)N2CCc3ccccc32)cc1	-4.3%	-11.3	-3.6%	-5.1%	-21.8%	83.7%[activator]	-6.2%	-6.4%	-12.4%
Cc1ccc(CN(Cc2ccco2)C(=S)NCC(=O)NC2CC2)cc1	-4.1%	-17.4	8.1%	-12.5%	-15.8%	22.3%	-13.5%	-3.0%	-11.5%
COC(=O)C(NC(C)=O)(Nc1ccccc1)C(=O)OC	-3.7%	-4.5	1.2%	-7.0%	-3.3%	22.1%	7.2%	-0.9%	10.4%
Cc1ccc(-c2nnc3c4ccccc4c(-c4ccccc4)nn23)cc1	4.7%	15.9	/	-20.0%	3.7%	?	-3.2%	-1.7%	-11.9%
COCCn1c(=NC(=O)CCS(=O)(=O)c2ccccc2)sc2ccccc21	1.6%	-6.6	/	-25.4%	/	12.6%	/	/	-9.1%
O=C(CCN1C(=O)/C(=C/c2ccc(F)cc2)SC1=S)NNC(=O)c1ccncc1	i	-3.9	10.6%	-5.2%	-8.1%	-9.1%	5.4%	-6.6%	-8.3%
COc1ccccc1CNCc1ccc(OC)c2ccccc12	-4.8%	-36.0	/	-13.0%	/	102.1%[activator]	/	/	-8.1%
Fc1ccccc1COc1cccc2cccnc12	i	4.9	/	-0.7%	/	3.7%	/	/	4.7%
COc1ccc(-c2nc3cc(C)ccn3c2NC(=O)c2c(F)cccc2Cl)cc1	-10.9%	5.1	8.1%	-5.7%	-0.7%	?	84.1%	-2.6%	-5.1%
COC(=O)c1c(NC(=O)COc2cc(C)c(Cl)c(C)c2)sc2c1CCCC2	i	-6.8	/	5.3%	12.8%	?	0.2%	1.9%	-20.5%

Source: PubChem (National Center for Advancing Translational Sciences (NCATS))

Some of the compounds tested; rates above refer to the full screens.
